PrPC TRFRET – reduces human prion protein on the cell surface. hit rate 0.43% among 370,000. inhibition, % at 13.8 µM. cell surface PrPC, TR-FRET read-out. AID 720596. P04156; in the data active means inhibition above about 24%; further: 0% = median of the test wells and 100% = reference compound wells
Y pestis TopoI – Y. pestis Topo-I inhibition via cleavage products; hit rate 0.064% among 360,000; Y. pestis Topo-I cleavage product accumulation, plate reader; activity, % at 10 µM; in the data active means activity above about 50%, passing the limit was not always enough; inconclusive means no clear call, values can overlap the other calls; further: inactives centre near 2
PfHsp40 rescue – rescue of PfHsp40-mediated yeast toxicity | S. cerevisiae expressing PfHsp40, growth rescue, ATP luminescence | growth rescue, % at 12.5 µM | hit rate 0.68% among 340,000 | AID 504582; in the data active means growth rescue above about 28%, passing the limit was not always enough; inconclusive means no clear call, values can overlap the other calls;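 further: yeast W303a lacking pdr1 and pdr3 grown in galactose medium; growth measured after three days at 30 °C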
Anthrax LF prot – anthrax lethal factor protease inhibition; AID 588501; P15917; inhibition, % at 10 µM; hit rate 0.12% among 360,000; multiplex microsphere protease cleavage assay, LF; further: plate controls were buffer without enzyme for full effect and enzyme alone for no effect
Vc quorum ag – induces V. cholerae light production without autoinducers; hit rate 0.16% among 350,000; AID 588436; activation, % at 18.7 µM; V. cholerae BH1578 lux reporter, luminescence, 6 h; in the data active means activation mostly above about 9.7%, no sharp cut-off; inconclusive means no clear call, values can overlap the other calls; inactive means mostly below about 3.7%; further: not every result past the cut was called active; inactives centre near 0; reference of the scale not given here
SSB-PriA inh – K. pneumoniae PriA-SSBct interaction inhibition | AID 1272365 | inhibition, % at 33 µM | hit rate 0.6% among 430,000 | AlphaScreen SSBct-PriA binding, biotinylated peptide; in the data active means inhibition mostly above about 37%, no sharp cut-off; inactive means mostly below about 20%;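 further: plate controls were negative control peptide for no effect and reference peptide for full effect; strong numbers were not always called active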
SARS 3CLpro inh – SARS-CoV 3CLpro protease inhibition. AID 1706. P0C6X7. hit rate 0.14% among 290,000. recombinant SARS-CoV 3CLpro, quenched FRET peptide cleavage. inhibition, % at 6 µM; in the data active means inhibition above about 12%
BoNT-A LC inh2 – BoNT A light chain protease inhibition; multiplex microsphere protease substrate cleavage, flow cytometry; inhibition, % at 10 µM; hit rate 0.17% among 360,000; AID 588499; further: plate controls were buffer without enzyme for full effect and enzyme alone for no effect
TcdB GH inh – blocks C. difficile toxin B glycohydrolase activity; TcdB glycohydrolase enzymatic assay, plate reader; inhibition, % at 9.99 µM; hit rate 0.24% among 350,000; in the data active means inhibition above about 10%
Numbers without * were called inactive; i = inactive; ? = inconclusive; . = no result given; & = joins results of further samples. Unless noted, no stated cut-off is given here; in the data, active means inhibition above about 30%; inconclusive means no clear call, values can overlap the other calls; inactive means below that. An excerpt (hit frequency here may not be typical).

SMILES	PrPC TRFRET	Y pestis TopoI	PfHsp40 rescue	Anthrax LF prot	Vc quorum ag	SSB-PriA inh	SARS 3CLpro inh	BoNT-A LC inh2	TcdB GH inh
COc1ccc(-n2nc([N+](=O)[O-])c(=NCCc3ccccc3)n2O)cc1	-49	4	0.6	-2	-0.1	2	0	2.3	1.4
COc1cc(NC(=O)C(c2ccccc2)c2ccccc2)c(C(=O)O)cc1OC	-4	7	0.6	4	-0.3	-26	5	-1.5	3.9
Cc1c(C(=O)OC(C)C)sc(N)c1C(=O)OC(C)C	-1	14	1.1	0	-0.2	-13	0	-1.3	-0.9
Cc1ccc(C(C(=O)NC(C)(C)C)N(C(=O)c2csnn2)c2cccc(F)c2)o1 (stereo not given)	0	-7	-1.0	-3	-0.3	-5	1	-0.4	.
COc1ccc(C(CC(=O)c2ccccc2)S(=O)(=O)c2ccc(C)cc2)cc1 (stereo not given)	0	-8	-0.1	-3	-0.3	-11&-10	-3	0.4	.
Cc1cccc(N/C=C/C(=O)c2cccs2)c1C	-1	2	0.0	-2	-2.7	.	0	1.1	.
CCOC(=O)c1[nH]c2ccc(OC)cc2c1NC(=O)/C=C/c1ccc2c(c1)OCO2	2	-5	-1.3	1	i	2	-2	-1.0	.
CC(O)(c1ccccc1)C(C(c1ccccc1)N1CCOCC1)N1CCOCC1 (stereo not given)	1	-3	0.4	1	i	-1	.	-0.1	-0.2
O=C(COc1ccc(/C=N/NC(=O)c2cc3ccccc3o2)cc1Cl)Nc1ccccc1	.	-4	0.2	-1	i	.	2	1.4	.
CC1CCN(C(=O)CSc2nc3ccccc3c(=O)[nH]2)CC1	-5	-8	1.7	-4	i	-5	4	-0.7	0.2
Cc1cc(C)nc(NN=C(c2ccccc2)c2ccccc2)n1	8	6	0.7	2	i	-10	2	-0.5	2.6
CCCCn1c(N)c(N(CCC(C)C)C(=O)CSc2nc3ccccc3n2C)c(=O)[nH]c1=O	1	16	2.6	1	-0.6	-20	.	-0.4	1.3
O=C(Nc1ccc(F)cc1)Nc1ccc(S(=O)(=O)N2CCCC2)cc1	11	-21	-0.4	-9	-2.8	-1	.	0.0	-2.5
Cc1ccc(C(=O)C2CN3CCC2CC3)cc1 (stereo not given)	-7	-5	-0.5	-2	i	6	1	-0.2	.
NC(=O)c1ccccc1NC(=O)/C=C/c1c(Cl)cccc1Cl	3	-9	-0.4	-234	0.2	1&-5	4	-365	.
O=C(CC12CC3CC(CC(C3)C1)C2)Nc1ccc(C(=O)O)cc1	-6	-2	0.4	-1	0.4	-7	3	1.6	-1.1
CC(=O)Nc1ccc(NC(=O)C(C)Sc2nc3ccccc3c(=O)n2Cc2ccco2)cc1 (stereo not given)	-1	10	0.8	-3	i	-4	.	4.0	-4.5
Cc1cccc(NC(=O)c2ccc(COc3ccccc3)o2)n1	-1	-10	0.5	2	i	-11	-1	2.1	0.9
CCOC(=O)C1CCCN(Cc2cc(Br)c(OC)cc2OC)C1 (stereo not given)	-14	2	-0.2	-1	5.3	-8	-6	-0.1	.
CC(=O)Nc1ccc(/C=N/NC(=O)c2cccc(S(=O)(=O)N3CCOCC3)c2)cc1	-5	-5	-0.3	0	-0.3	.	-5	-0.3	1.3
O=C(Nc1ccc(OC(F)(F)F)cc1)C1CC(c2ccc(F)cc2)=NO1 (stereo not given)	-3	1	-0.9	0	-0.4	-15	-5	-0.4	0.3
CCCCCCN=CC1=C(O)CC(C)(C)CC1=O	-3	9	0.7	-6	i	-9	0	-1.2	.
O=C(/C=C/c1ccc(-c2ccccc2[N+](=O)[O-])o1)c1ccccc1	-13	11	3.2	7	-0.1	23	0	13	-0.3
CSc1ccc(Cn2c(C)c(C(=O)NCc3cccc(Cl)c3)sc2=O)cc1	-3	32	.	-9	-1.0	.	.	0.0	0.9
COc1ccccc1NC(=O)CSc1ccc(-c2ccco2)nn1	0	3	0.3	-8	i	-6	1	-0.7	1.6
Cc1[nH]c(=O)cc2ccccc12	-2	-4	-0.6	-1	-0.1	-1	-1	0.3	.
COc1ccccc1C1CC(=O)Oc2cc(OC)c(OC)c(OC)c21 (stereo not given)	1	-5	-0.8	6	-0.6	-15	.	0.1	-2.4
Cc1cc(NC(=O)CSCCO)no1	-3	7	-1.1	-5	-7.1	-17	0	-0.8	.
CS(=O)(=O)N1CCN(c2ccc(NC(=O)C(c3ccccc3)c3ccccc3)cc2)CC1	7	10	0.9	-6	i	3	5	2.2	.
Cc1ccccc1NC(=O)Cc1cccc(C(F)(F)F)c1	11	6	0.5	-6	-0.2	-6	-1	-1.1	0.2
CCc1nc2ccc(C(=O)Nc3ccc4c(c3)OCC(=O)N4)cn2c1N(C)C(=O)Cc1ccccc1	0	-1	.	-3	-0.3	.	.	-0.1	2.2
COc1cccc(/C=N/Nc2ncnc(Cl)c2N)c1O	-27	-3	16	-1	6.9	.	-2	-1.4	-10
Cc1cccnc1C(NC(=O)C1CCN(Cc2ccc(Oc3ccccc3)cc2)CC1)c1ccc(F)cc1 (stereo not given)	3	20	.	-9	-0.3	.	.	-0.5	0.3
CCCNC(=O)C1(CC2CC(c3ccccc3)=NO2)CCN(C(=O)C2CCCC2)CC1 (stereo not given)	-4	15	0.1	-2	0.4	4	.	-0.6	0.2
Cc1nn(C(=O)c2cccc([N+](=O)[O-])c2)c(C)c1Br	-5	-2	1.2	10	-13	3	3	-2.0	1.2
CC1CCCCN1CCNC(=O)c1ccc2c(c1)N(Cc1cccc(Cl)c1)C(=O)c1ccccc1S2=O (stereo not given)	8	-14	0.7	0	1.0	9	6	5.1	0.8
NC1=NC[C@@H](Cc2ccc(O)cc2)N1CCC12CC3CC(CC(C3)C1)C2	11	23	48*	3	i	-9	.	-0.4	0.8
O=C(Cn1cc(S(=O)(=O)Cc2cccc(F)c2)c2ccccc21)N1CCOCC1	5	7	-2.0	?	-0.1	-1	1	1.7	0.7
C/C(=N\NC(=O)c1cc(C)nc2ccccc12)c1ccco1	5	2	-0.8	-3	-0.2	.	-4	0.1	-3.4
CCOC(=O)Nc1ccc2c(c1)N(C(=O)CN1CCN(CCO)CC1)c1ccccc1CC2	-9	3	0.7	.	-0.7	-6	-5	.	-0.6
O=C(COC(=O)c1cc([N+](=O)[O-])ccc1NCCO)NCc1cccs1	-15	-10	0.9	3	i	-2	2	0.1	1.4
Cc1nnc2n(-c3ccccc3)c(=O)c3c4c(sc3n12)CCCC4	15	-2	-1.3	-2	i	15	-9	-0.3	0.8
COc1ccc(OCCN(C)C(=O)c2cccc(S(=O)(=O)N(C)c3ccccc3)c2)cc1	8	15	0.3	-1	-1.3	6	.	0.0	-8.1
Cc1ccc(C(=O)NCc2ccncc2)cc1S(=O)(=O)N1CCCCC1	-1	13	0.5	3	-1.9	-4	-2	-1.7	-0.1
CN(C)CCCN(C(=O)c1ccco1)c1nc2cc3c(cc2s1)OCO3	-5	-4	-0.5	1	-3.4	-20	1	0.0	1.6
O=C(c1ccc(CNS(=O)(=O)c2ccc(Br)cc2)cc1)N1CCC2(CC1)OCCO2	2	25	?	-7	-0.4	6	-7	-1.8	-9.4
O=C1CCCN1CCCNC(=S)Nc1ccccc1	0	7	.	.	-0.5	-1	-3	.	0.4
C=CCC1c2cccc(C(=O)O)c2C(=O)N1c1cccc(OC)c1 (stereo not given)	9	-6	0.9	-1	-0.5	-14	2	1.1	-0.5
CC(=O)Nc1nnc(SCC(=O)NCC2CCCO2)s1 (stereo not given)	-4	5	0.9	-6	-1.8	2	.	-1.7	.
Cc1cc(NC(=O)Cn2cc(C(F)(F)F)cc(Cl)c2=O)no1	10	0	0.9	0	1.7	-13	9	?	.
CCOC(=O)c1ccccc1NC(=O)COC(=O)C1=COCCO1	0	2	-0.5	-3	12	-28	4	0.3	.
COC(=O)COc1cccc2c(=O)n(CC(=O)NCc3ccc(F)cc3)ccc12	-1	3	0.9	-1	-0.2	-1	1	-0.8	0.5
Cn1cccc1C(=O)OCC(=O)N1CC(=O)Nc2ccccc21	-1	8	8.3	-8	i	3	3	-1.3	-1.4
Cc1ccc(C(=O)CNc2ccc(Br)cc2)cc1	10	2	0.1	-8	-0.7	-3	2	0.8	.
O=C(NC1CCCC1)C(c1ccc(Cl)cc1)N1CCc2ccccc21 (stereo not given)	-2	-7	-1.3	1	-0.2	-16	0	-0.4	1.2
CC1(C)Cc2c(cnn2-c2ccccc2)C(NC(=O)c2ccoc2)C1 (stereo not given)	-5	9	-0.7	0	-0.4	0	2	1.0	-1.2
CC1CCCC(C)N1CCCNC(=O)c1ccc2nc(N3CCCCC3)sc2c1 (stereo not given)	-1	0	0.0	-6	-0.2	-8	-10	-0.2	2.1
Cc1noc(C)c1S(=O)(=O)N(C)C[C@H]1OCc2cnnn2CCCC(=O)N([C@@H](C)CO)C[C@H]1C	5	7	.	-2	-2.4	.	.	-0.2	0.9&-0.9
CCOc1ccc(NC(=O)N2CCN(C(=O)c3ccco3)CC2)cc1	1	13	-1.0	-7	i	-7	0	-3.7	1.5
O=C(COc1ccccc1)Nc1nc(-c2ccc(S(=O)(=O)N3CCOCC3)cc2)cs1	1	-3	-0.6	0	-1.3	-5	-1	0.5	.

Overlap with the part before: 4 compounds, then new ones.
SMILES	PrPC TRFRET	Y pestis TopoI	PfHsp40 rescue	Anthrax LF prot	Vc quorum ag	SSB-PriA inh	SARS 3CLpro inh	BoNT-A LC inh2	TcdB GH inh
CC1CCCC(C)N1CCCNC(=O)c1ccc2nc(N3CCCCC3)sc2c1 (stereo not given)	-1	0	0.0	-6	-0.2	-8	-10	-0.2	2.1
Cc1noc(C)c1S(=O)(=O)N(C)C[C@H]1OCc2cnnn2CCCC(=O)N([C@@H](C)CO)C[C@H]1C	5	7	.	-2	-2.4	.	.	-0.2	0.9&-0.9
CCOc1ccc(NC(=O)N2CCN(C(=O)c3ccco3)CC2)cc1	1	13	-1.0	-7	i	-7	0	-3.7	1.5
O=C(COc1ccccc1)Nc1nc(-c2ccc(S(=O)(=O)N3CCOCC3)cc2)cs1	1	-3	-0.6	0	-1.3	-5	-1	0.5	.
Cc1noc(C)c1C(=O)OCC(=O)Nc1ncc(Cl)c(C)c1Cl	2	-8	0.0	9	i	-3	.	0.1	2.8
CC(C)[C@H]1CN=C2N(CCNC(=O)CCC3CCCCC3)[C@H](Cc3ccc(O)cc3)CN21	3	10	0.7	-7	-0.3	-10	6	0.2	-3.6
Cc1ccc(NC2CCCN(C(=O)c3nonc3C)C2)cc1C (stereo not given)	0	11	.	-1	i	.	.	-0.7	1.9
O=C(N/N=C(\CC(=O)c1cccs1)C(F)(F)F)c1ccncc1	10	-1	3.2	-1	1.2	.	-4	-0.2	-7.0
CCCOC(=S)NC(=O)c1sc2ccccc2c1Cl	32*	4	0.0	-1	-7.0	3	0	-0.2	.
COc1ccc(CCN2C(=O)CCC2(C)c2nnnn2-c2ccc3c(c2)OCCO3)cc1OC (stereo not given)	4	.	.	7	.	.	.	-0.2	1.0
CN(CC(O)COC(c1ccccc1)c1ccccc1)C1CCCCC1 (stereo not given)	13	7	-1.0	3	0.9	-17	-1	0.0	-0.3
N=c1c2c(ncn1Cc1ccco1)Oc1c(ccc3ccccc13)C2c1ccccc1 (stereo not given)	8	25	3.3	-3	-0.4	22	2	-0.4	.
COc1cccc(C(=O)NC(=S)Nn2cnnc2)c1OC	3	2	-0.4	-4	-1.4	-8	-3	-1.0	-7.0
Cc1ccc(NC(=O)CN2C(=O)/C(=C\c3cccs3)SC2=S)cc1	0	-1	-0.1	1	-0.2	-13	-6	1.0	0.6
Cc1ccccc1NC(=O)Cc1nc(COC(=O)c2cc([N+](=O)[O-])ccc2N)cs1	-14	5	0.5	1	-0.2	11	6	1.0	-0.3

High-throughput results deposited in PubChem by several laboratories.
